RBX1-CUL1 inh: inhibitors of human ROC1-CUL1 ubiquitin ligase activity. 0.6% of 140,000 active. E3 ubiquitin-protein ligase RBX1 (Homo sapiens) + Cullin-1 (Homo sapiens), P62877+Q13616. inhibition, % at 10 µM. in vitro K48 di-Ub FRET, acceptor:donor ratio, 45 min. AID 1347404, 2020; in the data active means inhibition above about 25%
Target sequence (P62877 whole entry, looked up): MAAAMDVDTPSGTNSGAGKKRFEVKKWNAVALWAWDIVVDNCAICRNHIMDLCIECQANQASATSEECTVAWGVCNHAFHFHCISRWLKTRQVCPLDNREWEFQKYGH
Target sequence (Q13616 whole entry, looked up): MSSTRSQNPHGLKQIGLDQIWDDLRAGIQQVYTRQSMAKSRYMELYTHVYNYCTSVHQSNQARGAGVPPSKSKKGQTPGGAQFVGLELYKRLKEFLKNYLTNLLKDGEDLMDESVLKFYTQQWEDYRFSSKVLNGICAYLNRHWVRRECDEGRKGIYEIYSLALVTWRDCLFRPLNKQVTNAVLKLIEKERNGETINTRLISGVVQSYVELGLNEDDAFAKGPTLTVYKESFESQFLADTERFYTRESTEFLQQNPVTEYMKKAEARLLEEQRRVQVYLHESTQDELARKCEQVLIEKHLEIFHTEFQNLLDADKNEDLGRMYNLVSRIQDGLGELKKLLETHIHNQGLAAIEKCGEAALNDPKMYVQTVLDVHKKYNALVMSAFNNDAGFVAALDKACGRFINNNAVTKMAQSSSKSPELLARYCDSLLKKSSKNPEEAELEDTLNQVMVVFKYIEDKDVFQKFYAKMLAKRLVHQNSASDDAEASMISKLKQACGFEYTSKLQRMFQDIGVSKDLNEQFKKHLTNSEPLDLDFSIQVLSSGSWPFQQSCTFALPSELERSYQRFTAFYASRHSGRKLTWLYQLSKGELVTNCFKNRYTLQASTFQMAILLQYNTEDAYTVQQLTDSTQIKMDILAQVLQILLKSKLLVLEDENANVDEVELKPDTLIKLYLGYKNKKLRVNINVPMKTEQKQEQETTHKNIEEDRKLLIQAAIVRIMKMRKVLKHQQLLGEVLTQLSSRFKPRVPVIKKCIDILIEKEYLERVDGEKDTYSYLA
The depositor's hits bear a star. This is a subset. The share of hits here may be higher or lower than overall.

SMILES	RBX1-CUL1 inh
COC(=O)C1C(=O)c2ccccc2N=C1SCC(=O)Nc1cccc(Cl)c1C (configuration not stated)	2
O=S(=O)(Nc1ccc(F)cc1)c1ccc2c(c1)OCCO2	4
CC(C)(C)Oc1ncc(-c2ccsc2)c(OC(C)(C)C)n1	-2
CCC(C)NC(=O)C1CCN(S(=O)(=O)c2ccc3c(c2)CCCN3C(C)=O)CC1 (configuration not stated)	7
NC(=S)N=Nc1c(O)[nH]c2c(Br)cc(Br)cc12	5
Cc1ccc(OCCCn2c(-c3ccc(Cl)cc3)nc3ccccc3c2=O)cc1C	2
CN(Cc1cccs1)Cc1cnc(S(C)(=O)=O)n1Cc1ccccc1F	4
CC(C)(C)C1CCC2(CC1)NC(=O)N(C(C)(C)C)N2 (configuration not stated)	9
CC(C)(C)NC(=O)NCc1cccnc1Oc1ccccc1F	11
CCCCC1C(=O)N=C(SC)N(c2ccccc2OC)C1=O (configuration not stated)	1
O=C(COc1cccc(Br)c1)N1CCOCC1	2
C=CCc1cc(/C=C2/C(C)=C(C#N)c3nc(N)c(C#N)c(C)c32)cc(OCC)c1O	8
Cc1ccc(C)c(CN2CCC(CNC(=O)c3cc4ccc5cccnc5c4[nH]3)CC2)c1	-1
O=C1/C(=C/c2cccs2)C(c2cccs2)Oc2ccccc21 (configuration not stated)	3
C=CCN1N=C(C)Cn2c1nc1c2c(=O)n(CC(=C)C)c(=O)n1C	2
O=C(Cn1cnc(S(=O)(=O)N2CCCC2)c1)Nc1ccc(OC(F)(F)F)cc1	-5
COc1ccccc1NC(=O)C1C(C)=Nc2c(C(=O)Nc3ccc(C)cc3)cnn2C1c1cccc(OC)c1OC (configuration not stated)	5
CCOC(=O)c1c(NC(=O)C(F)(F)F)sc(C)c1CC	1
Cc1ccc(NC(=O)CSc2nnc3nc(C)cc(C)n23)cc1	-1
Brc1ccsc1C1OCCCO1	10
CC1CCN(S(=O)(=O)c2cccs2)CC1	11
COc1cc(C2CC(=O)Nc3c2cc(Br)c2ccccc32)cc(Br)c1OC (configuration not stated)	-5
CCc1ccccc1NC(=O)CSc1nc2c(c(=O)[nH]1)CN(Cc1ccccc1OC)CC2	5
CCOC(=O)CNc1ncnc2c1nnn2C	11
COc1ccc(NC(=S)NC(=O)c2ccccc2)cn1	7
COc1cc(OC)cc(-c2nc3n(n2)C(c2ccccc2F)C(C(=O)Nc2cccnc2)C(C)=N3)c1 (configuration not stated)	2
CC(C)(C)c1ccc(/C=C/C(=O)NC2=NCCS2)cc1	-3
COc1cccc(C(=O)N2CCCC(CCC(=O)N3CCN(c4ccccn4)CC3)C2)c1 (configuration not stated)	3
CC(C)(C)c1ccc(CCC(=O)NCC2CCCO2)cc1 (configuration not stated)	8
COc1ccc(-c2nc3cnc4ccccc4c3o2)cc1	-1
Cn1ncc(N2CCC(CNC(=O)c3cc4ccccc4[nH]3)C2)cc1=O (configuration not stated)	2
O=C1CS(=O)(=O)C2(C(=O)N(Cc3ccccc3)c3ccccc32)N1c1ccc(F)c(Cl)c1 (configuration not stated)	-3
COCCCNC(=O)CSc1c2c(nc3ccc(Cl)cc13)CCCC2	2
Cc1ccc(C(=O)O)cc1NC(=O)c1nsc2ccccc12	1
CCN(CC)S(=O)(=O)c1ccc(N2CCCCS2(=O)=O)cc1	-15
OCC1(CCCc2ccccc2)CCCN(Cc2ccc3c(c2)OCCO3)C1 (configuration not stated)	6
COc1cc(N2CCOCC2)ccc1/C=c1\sc2n(c1=O)C(c1c(OC)ccc3ccccc13)C(C(C)=O)=C(C)N=2 (configuration not stated)	-7
O=C(NC1CCC(O)CC1)C1CCN(C2CCN(CCCc3ccccc3)CC2)CC1 (configuration not stated)	9
C=C(C)CN(C)C(=O)C1(N2CCCCC2)Cc2ccccc2C1	-11
Cc1ccc(C(C)C)c(OCC(=O)Oc2cccc3cccnc23)c1	4
CSc1cnnc(SC)c1SC	-2
CCOC(=O)c1c(C)[nH]c(C)c1S(=O)(=O)N1CCC(C(=O)NCc2cccc(C)c2)CC1	2
CS(=O)(=O)n1ncc(Cl)c(Cl)c1=O	4
CSc1ccccc1NC(=O)c1nnn(-c2cc(Cl)ccc2C)c1C	13
COc1cccc(Cn2cnc3c2c(=O)n(C)c(=O)n3C)c1	-5
COc1cc(CNC(C)c2cnn(-c3cccc(F)c3)c2C)cc(Cl)c1O (configuration not stated)	-9
CC(C)(C)c1ccc(OCC(=O)Nc2cccc(OC(F)(F)F)c2)cc1	0
Cc1cccc(C)c1OCC(=O)NCc1cccnc1	6
Cc1cc(C)cc(C(=O)Nc2ccccc2C)c1	3
COc1ncccc1C(=O)NCc1cccnc1Oc1ccccc1F	4
CCc1ccccc1NC(=O)c1sc2ncccc2c1N	3
Cc1ccc(NC(=NC2CCc3ccccc32)C(=NC2CCc3ccccc32)Nc2ccc(C)cc2)cc1 (configuration not stated)	-9
CC(=O)C(C)Nc1ccc2ncccc2c1 (configuration not stated)	-10
O=C(CC1(c2cccc(C(F)(F)F)c2)CC(=O)N(C2CC2)C1=O)N(CC1CCC1)CC1CCCO1 (configuration not stated)	-7
CC(C)CNc1nc(-c2ccc(Cl)cc2)nc2ccccc12	4
Cc1ccc(-n2c(-c3ccco3)n[nH]c2=S)cc1	-10
COc1cc(/C=N\NC(=O)c2cc3ccccc3o2)ccc1OCC(=O)Nc1ccc(F)cc1	4
CC(=O)n1c2ccccc2c2c(-c3ccc(C)cc3)c(N3CCOCC3)sc21	7
CCCc1cc(=O)[nH]c(Nc2cc(Cl)cc(Cl)c2)n1	-8
COc1ccc(C2CC(=O)N(CC(=O)Nc3ccc(C(F)(F)F)cc3)c3ccccc3S2)cc1 (configuration not stated)	0
More compounds.
SMILES	RBX1-CUL1 inh
O=C(COc1ccc(/C=C2/SC(=O)N(CC(=O)N3CCN(c4ccccc4)CC3)C2=O)cc1Br)Nc1ccccc1	-10
CCN(CC)c1ccc(NC(=O)C2CCCCC2)cc1	-5
COc1ccc(S(=O)(=O)N=C2C=C(C)C(=O)C=C2C(C)C)cc1	-6
CCOc1ccc(CCNC(=O)CSc2cc(=O)n(C)c3cc(Cl)ccc23)cc1OCC	-13
O=C(Nc1cc(F)ccc1F)C1COc2ccccc2C1 (configuration not stated)	-9
O=c1c2c(nc(NCCCO)n1-c1ccccc1)-c1ccccc1CC21CCCC1	1
O=C(NCc1cccnc1)c1ccc(Br)o1	-2
CC1CC(=Nc2ccc(F)cc2)c2ccccc2N1C(=O)c1ccc(F)cc1 (configuration not stated)	-3
COc1ccc(Cn2c(C(=O)O)c(CNCc3ccccc3F)c3ccc(OC)cc32)cc1	5
CN=C1CC=CC=C(C(=O)/C=C/c2cccc(C(F)(F)F)c2)C1=O	81*
COC(=O)c1scc(-c2ccc(C)cc2)c1S(=O)(=O)Nc1ccc(NC(C)=O)cc1	-4
CCCCCN=C1c2ccccc2OC(=O)C1[N+](=O)[O-] (configuration not stated)	-1
O=S(=O)(Nc1nc2c(s1)CCCC2)c1cc(Cl)ccc1Cl	0
COC(=O)C(C)Sc1nc2c([nH]c3ccccc32)c(=O)n1-c1ccc(OC)cc1 (configuration not stated)	-6
O=C(NCc1ccccc1Cl)C1CCN(S(=O)(=O)c2ccc3c(c2)CCCN3C(=O)C2CCC2)CC1	-6
COc1cc(CNc2ccc(C)cc2)cc(Br)c1OCc1cccc(F)c1	-2
CC(=O)N1CCOc2cc(S(=O)(=O)N(C)Cc3ccccc3)c(Cl)cc21	-1
CCn1c(=O)c2cc(C(=O)NCc3ccc(F)cc3Cl)sc2c2ccccc21	2
O=C(Nc1ccc(NC(=O)c2ccco2)cc1)c1ccc(Cl)c([N+](=O)[O-])c1	-6
O=C(Nc1cnc2sccn2c1=O)c1ccccc1Cl	2

Another view of some results above.
| Compound | RBX1-CUL1 inh |
| --- | --- |
| O=C(NCc1ccccc1Cl)C1CCN(S(=O)(=O)c2ccc3c(c2)CCCN3C(=O)C2CCC2)CC1 | -6 |
| COc1ccc(S(=O)(=O)N=C2C=C(C)C(=O)C=C2C(C)C)cc1 | -6 |
| O=c1c2c(nc(NCCCO)n1-c1ccccc1)-c1ccccc1CC21CCCC1 | 1 |
| O=C(Nc1cnc2sccn2c1=O)c1ccccc1Cl | 2 |
| CCN(CC)c1ccc(NC(=O)C2CCCCC2)cc1 | -5 |

Arranged by count of non-hydrogen atoms (smallest number first): some entries from above
SMILES	RBX1-CUL1 inh
CCCCCN=C1c2ccccc2OC(=O)C1[N+](=O)[O-] (configuration not stated)	-1
O=C(Nc1cc(F)ccc1F)C1COc2ccccc2C1 (configuration not stated)	-9
COc1ccc(S(=O)(=O)N=C2C=C(C)C(=O)C=C2C(C)C)cc1	-6
CC(=O)N1CCOc2cc(S(=O)(=O)N(C)Cc3ccccc3)c(Cl)cc21	-1
COC(=O)C(C)Sc1nc2c([nH]c3ccccc32)c(=O)n1-c1ccc(OC)cc1 (configuration not stated)	-6
O=c1c2c(nc(NCCCO)n1-c1ccccc1)-c1ccccc1CC21CCCC1	1
O=C(NCc1ccccc1Cl)C1CCN(S(=O)(=O)c2ccc3c(c2)CCCN3C(=O)C2CCC2)CC1	-6

(continued)
SMILES	RBX1-CUL1 inh
COc1ccc(-n2c(CNCc3ccc4c(c3)OCO4)nc3ccccc3c2=O)cc1	-2
O=C(CCC1CCCN(Cc2ccc3nsnc3c2)C1)N1CCOCC1 (configuration not stated)	-2
CCOC(=O)n1c(C(C)Oc2ccc(Cl)cc2)nc2ccccc21 (configuration not stated)	2
COC(=O)c1cc(C(=O)c2ccccc2)n2c1ccc1ccccc12	5
Cc1ccc(NC(=O)Cn2cc(S(=O)(=O)Cc3ccc(F)cc3)c3ccccc32)cc1Cl	-10
COC(=O)c1ccc(NC(=O)c2cnn(-c3ccc(Cl)cc3)c2C2CCN(C(=O)OC(C)(C)C)CC2)cc1	5
Cc1cc(C)c2c(CC(N)=O)coc2c1C	15
CC#CCN1C(=O)NC(CCc2ccccc2)(C2CCN(Cc3ccc(OC)cc3)CC2)C1=O (configuration not stated)	8
COc1ccc(OC(=O)c2cc(OC)c(OC)c(OC)c2)cc1	6
C/C(=N\N=C1\N=C2CCCCC2S1)c1ccc(Cl)cc1 (configuration not stated)	-5
CCCc1ccc(CN2CCC(Cn3cc(CO)nn3)CC2)o1	-3
O=C1c2ccccc2C2CCCCC2N1Cc1ccccc1 (configuration not stated)	11
O=C1N(Cc2cccc(Cl)c2)C[C@@H]2C[C@@H](c3cccc4ncccc34)N3CCC[C@@]123	0
O=c1c2ccccc2c(=O)c2c1c(Sc1ccccc1)cc1sc3ccccc3[nH]c12	-9
CCn1ccnc1CN1CCCC1C(=O)Nc1ccccc1Oc1cccnc1 (configuration not stated)	12
Cc1ccc(Nc2c([N+](=O)[O-])cc(C(=O)O)cc2[N+](=O)[O-])cc1C	-2
CCc1ccc(-n2nnc(C(=O)NCC3CCCO3)c2C)cc1 (configuration not stated)	9
CCn1c(=O)n(-c2ccc3c(c2)OCO3)c2nc(-c3cccc(OC)c3OC)nc(C(N)=O)c21	2
Cc1ccc(CNC(=O)CCc2c(C)nn(-c3ccc(N4CCOCC4)nn3)c2C)cc1	-1
O=C(CCc1ccccc1)C1C(=O)C(=O)N(Cc2ccccc2)C1c1cccc(F)c1 (configuration not stated)	2
CCOc1ccc(N(C(=O)c2ccccc2F)S(=O)(=O)c2ccc3c(c2)n(C)c(=O)n3C)cc1	-2
CC1=Nc2cc(C(=O)NC3CCCC3)ccc2Sc2ccc(Br)cc21	6
CCc1ccccc1NC(=O)Cn1ccn(-c2cc(C)cc(C)c2)c(=O)c1=O	3
Cc1cc(C)n(C(=O)c2cc3c(cc2Br)OCCCO3)n1	2
CC1(C)O[C@H]2OC(C(=O)Nc3ccc(F)c(Cl)c3)[C@@H]3OC(C)(C)O[C@@H]3[C@H]2O1 (some centres not stated)	1
Cc1ccc(F)cc1NC(=O)c1ccc2c(c1)OCO2	-3
Cc1c(-c2nsc(NC(=O)c3cccs3)n2)nnn1-c1ccc(Br)cc1	6
Cc1cc(NC(=O)c2cccnc2)no1	2
CNC(=S)Nc1ccc(C)cc1	4
Cc1cccc2c1NC1(CCCCCC1)CC2C (configuration not stated)	-1
O=C1C(=O)N(CCN2CCOCC2)C(c2ccc(F)cc2)C1C(=O)c1ccc(S(=O)(=O)N2CCOCC2)cc1 (configuration not stated)	13
C=CCN(CC=C)C(=O)C1CCN(c2nc(C)c3ccc(S(C)(=O)=O)cc3n2)CC1	-1
CC(C)CNC(=O)C1CCCN(C2CCN(Cc3ccccc3)CC2)C1 (configuration not stated)	-7
CCOC(=O)c1c(C)oc2c(CC(=O)c3ccccc3)c(Cl)c(O)c(O)c12	11
CCC1CCc2c(sc(NC(C)=O)c2C#N)C1 (configuration not stated)	1
Cc1ccc(C)c(Nc2nc(N/N=C/c3ccccc3[N+](=O)[O-])nc(N3CCOCC3)n2)c1	-6
COc1cc(NC(=O)N2CCC(CN3CCOCC3)CC2)cc(OC)c1OC	4
N#CC1C(=N)OC2=C(C(=O)CCC2)C1c1ccc(Cl)cc1Cl (configuration not stated)	-1
C=CCn1c(CNc2ccc(Cl)cc2)nnc1SC(C)C(=O)N/N=C/c1cc(Cl)cc([N+](=O)[O-])c1O (configuration not stated)	5
O=C(NCCc1ccc(F)cc1)c1cc(CN2CCOCC2)on1	1

Four of the entries above in order of their number in RBX1-CUL1 inh, falling:
SMILES	RBX1-CUL1 inh
CCc1ccccc1NC(=O)Cn1ccn(-c2cc(C)cc(C)c2)c(=O)c1=O	3
Cc1cc(C)n(C(=O)c2cc3c(cc2Br)OCCCO3)n1	2
CCC1CCc2c(sc(NC(C)=O)c2C#N)C1 (configuration not stated)	1
CCOc1ccc(N(C(=O)c2ccccc2F)S(=O)(=O)c2ccc3c(c2)n(C)c(=O)n3C)cc1	-2

Further results.
SMILES	RBX1-CUL1 inh
COc1cccc(NC(=O)C(=O)NCC(c2cccnc2)N2CCN(c3ccccc3)CC2)c1 (configuration not stated)	5
Cc1cc(C)c2c(n1)sc1nc(SCC(N)=O)c3cccn3c12	4
S=C(NCCCN1CCOCC1)NCCCN1CCOCC1	3
COc1ccc(-c2noc(CSc3nnc(C)n3-c3ccc(OC)cc3)n2)cc1	-12
COc1ccc(N=C2NC(=O)CC(C(=O)Nc3ccc(Br)cc3)S2)cc1 (configuration not stated)	-9
